GPR55 antagonists = GPR55 antagonists blocking LPI-driven arrestin recruitment, primary screen, imaging, U2OS, beta-arrestin-GFP, LPI agonist (AID 2013); U2OS GPR55 beta-arrestin-GFP translocation imaging, LPI antagonism; higher % means a stronger effect; one-dose inhibition, % at 10 µM; IC50 in µM for titrated hits; 290,000 tested, 0.13% active;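 active = spots per cell inhibited over 60%, with over 100 cells counted and total cytoplasm intensity under 500,000; inconclusive = wells with under 100 cells, flagged as likely toxic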;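 also: U2OS cells stably carrying GPR55 and arrestin-GFP stimulated by 5 µM LPI near EC80; imaged beta-arrestin-GFP aggregate spots per cell after agonist stimulation; plate controls were LPI-stimulated DMSO wells for no effect and DMSO wells without LPI for full effect; some results filed as inactive read as strong as hits; confirmed hits need IC50 under 10 µM and bright autofluorescent wells are also inconclusive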
UTI89 phage lysis = inhibition of K1F phage lysis, E. coli UTI89, bacterial capsule biogenesis inhibitors, alamar blue (AID 488966) | one-dose inhibition, % at 100 µM; IC50 in µM for titrated hits | E. coli UTI89 K1F phage lysis, alamar blue, 2 h; higher % means a stronger effect | 340,000 tested, 0.02% active;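 active = phage lysis inhibition, versus mean bacterial control, above a set limit; inconclusive = no clear call, values can overlap the other calls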;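 also: capsule biogenesis inhibitors block K1F phage lysis so surviving cells raise fluorescence; higher fluorescence means more inhibition of phage lysis; actives were called in the ten point dose series up to 300 µM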
KOR beta-arrestin-1 = KOR agonists, beta-arrestin recruitment, primary screen, cell-based, luminescence, uHTS (AID 1777); 280,000 tested, 0.02% active; activation, % at 10 µM, or EC50 in µM where a hit was titrated; KOR beta-arrestin recruitment, luminescence; higher % means a stronger effect; in the data active = activation above about 50%, passing the limit was not always enough; also: a part of the inactive calls stands beside numbers as strong as those of hits
NTR1 ag = agonists of NTR1, primary screen, imaging, U2OS cells, beta-arrestin-GFP, high content (AID 493036) | NTR1-U2OS beta-arrestin-GFP spot imaging, agonist mode | 330,000 tested, 0.17% active | activation, % at 20 µM;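 active = activation at or above 40% of the spot to cytoplasm intensity ratio, with at least 20 cells analyzed; inconclusive = wells under 20 cells, flagged as cytotoxic or low count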;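 also: 0% = DMSO without peptide and 100% = 100 nM NTR1 peptide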
Target sequence (P30989 whole entry, looked up): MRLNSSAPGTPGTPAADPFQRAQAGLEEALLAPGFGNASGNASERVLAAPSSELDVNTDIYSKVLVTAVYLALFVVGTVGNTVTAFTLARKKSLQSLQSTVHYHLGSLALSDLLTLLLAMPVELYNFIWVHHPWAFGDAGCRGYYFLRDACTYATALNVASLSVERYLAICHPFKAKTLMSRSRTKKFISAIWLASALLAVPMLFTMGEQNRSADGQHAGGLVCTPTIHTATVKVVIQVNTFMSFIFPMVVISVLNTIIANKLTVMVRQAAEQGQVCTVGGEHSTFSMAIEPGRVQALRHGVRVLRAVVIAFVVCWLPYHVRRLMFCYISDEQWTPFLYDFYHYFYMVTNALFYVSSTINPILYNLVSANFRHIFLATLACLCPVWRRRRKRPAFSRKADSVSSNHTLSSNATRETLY
GPR55 activation = GPR55 agonists via beta-arrestin recruitment, primary screen, imaging, U2OS cells, beta-arrestin-GFP redistribution (AID 1961). U2OS GPR55 beta-arrestin-GFP redistribution imaging; higher % means a stronger effect. one-dose activation, % at 10 µM; EC50 in µM for titrated hits. 290,000 tested, 0.048% active;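 active = activation above 40% with more than 50 cells counted in the well; inconclusive = wells holding fewer than 50 cells, flagged as toxic or sparse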;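 also: U2OS osteosarcoma cells stably expressing GPR55 and beta-arrestin-GFP; plate controls were DMSO negative control for no effect and LPI positive control for full effect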
KOR beta-arrestin-2 = KOR antagonists, beta-arrestin recruitment, cell-based, luminescence, uHTS (AID 1778); KOR beta-arrestin recruitment, luminescence, antagonist mode; higher % means a stronger effect; one-dose inhibition, % at 10 µM; IC50 in µM for titrated hits; 290,000 tested, 0.091% active; in the data active = inhibition above about 50%; also: strong numbers were not always called active
NOD1 NF-kB reporter = NOD1 signaling inhibitors, primary screen, cell-based, luminescence, uHTS (AID 1578) | NOD1-driven NF-kB luciferase reporter cells, luminescence; higher % means a stronger effect | inhibition, % at 4 µM, or EC50 in µM where a hit was titrated | 290,000 tested, 1% active; in the data active = inhibition mostly above about 36%, no sharp cut-off; inactive = mostly below about 34%;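 also: HEK-293T reporter cells stimulated with the NOD1 agonist gamma-tri-DAP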
GPR35 antagonists = GPR35 antagonists blocking zaprinast-driven arrestin recruitment, primary screen, imaging, U2OS, beta-arrestin-GFP, zaprinast agonist (AID 2058); U2OS GPR35 beta-arrestin-GFP translocation imaging, zaprinast antagonism; higher % means a stronger effect; inhibition, % at 10 µM; hits with a dose series show IC50 in µM; 290,000 tested, 0.052% active; G-protein coupled receptor 35 (Homo sapiens);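 active = inhibition of at least 50% with at least 30 cells and total cytoplasm GFP at most 10,000,000; inconclusive = under 30 cells or total GFP of 10,000,000 plus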
Rac1 GTP hydrolysis = MgcRacGAP GTPase-activating activity inhibitors, confirmation, biochemical, ADP Hunter fluorescence | Rac GTPase-activating protein 1 (Homo sapiens) | MgcRacGAP-stimulated Rac1 GTP hydrolysis, ADP Hunter fluorescence; higher % means a stronger effect; GST-tagged Rac1 F28L mutant substrate | one-dose inhibition, % at 30 µM; IC50 in µM for titrated hits | 340,000 tested, 0.6% active | AID 624330, 2012;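 active = first-screen hits whose inhibition reached a set limit at any dose in the follow-up dose series; inconclusive = inhibition above the set first-screen limit but never retested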;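 also: fluorescence reports GDP produced by GAP-driven GTP hydrolysis; strong numbers were not always called active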
NTR1 ag cell count 20 µM = second read-out of NTR1 ag, no call of its own (marks repeat the call); cell count; measured here: cell count, cytotoxicity flag
Starred values were filed as active, the others as inactive; ? = inconclusive; nt = no result given; [ ] = remark or other dose. The list is partial, so the mix of outcomes need not match the whole.

SMILES	GPR55 antagonists	UTI89 phage lysis	KOR beta-arrestin-1	NTR1 ag	NTR1 ag cell count 20 µM	GPR55 activation	KOR beta-arrestin-2	NOD1 NF-kB reporter	GPR35 antagonists	Rac1 GTP hydrolysis
C=CCOc1ccc(Br)cc1CNCCO	6%	0.1%	2.1%	-0.6	62	-0.1%	12%	0%	-6%	13%
COc1ccc(C(=O)CSc2nc(SC)ns2)cc1OC	-11%	0.5%	4.8%	1.1	59	-0.1%	-33%	-25%	-2%	8%
C/C(=N\NC(=O)c1nnn(-c2nonc2N)c1CN1CCCCCC1)c1ccc(Br)cc1	-2%	-1.3%	0.6%	2.1	42	0.1%	1%	-14%	-12%	-3%
Cc1ccc2[nH]c(SCC(=O)N3CCOCC3)nc2c1C	-4%	1.8%	-4.6%	3.4	41	0.0%	-2%	-40%	2%	13%
Cc1oc(C(C)(C)C)cc1C(=O)N1CCN(C(c2ccccc2)c2ccccc2)CC1	15%	-0.7%	3.3%	4.6	40	0.1%	-1%	-3%	-7%	10%
COc1ccc(-c2csc(NC(=O)c3ccccc3Br)c2C(=O)O)cc1	9%	0.0%	-1.7%	2.7	67	-0.1%	16%	-9%	-10%	11%
CCC(C)NS(=O)(=O)c1ccc(OCC(=O)Nc2ccc(F)cc2F)cc1 (stereo not given)	11%	0.6%	-4.4%	0.8	53	1.0%	-22%	-4%	-13%	5%
COc1cccc(-c2cc(C(=O)N3CCN(c4ncccn4)CC3)c3ccccc3n2)c1	12%	1.7%	-1.2%	0.7	45	-0.1%	6%	-21%	6%	2%
COc1cccc(C2=NN(C(=O)c3ccco3)C(c3ccco3)C2)c1 (stereo not given)	10%	-0.3%	-4.3%	3.1	65	-0.1%	25%	-15%	-15%	9%
O=C(CN1CCCCCCC1)Nc1cccc(Cl)c1Cl	7%	0.3%	-4.1%	7.1	49	0.2%	4%	-14%	1%	-2%
CN(C)C(=O)c1cc2cc(Br)ccc2s1	3%	0.3%	-0.8%	3.0	54	0.3%	16%	-23%	-4%	-2%
Cc1cccc(C)c1NC(=O)NC1CC2CCC(C1)N2Cc1cccs1 (stereo not given)	9%	0.2%[50 µM]	-6.2%	2.2	46	-0.4%	4%	28%	4%	5%
Cc1ccc(Cn2cc(C(=O)NN)c(=O)c3ccc(F)cc32)cc1	11%	-0.1%	-0.1%	-0.1	93	0.4%	32%	-7%	6%	7%
Cc1cc(C)n2ncnc2n1	11%	-0.2%	1.8%	-5.6	116	-0.1%	-5%	-10%	13%	5%
CCOC(=O)C1=C(C)N=c2s/c(=C\c3ccc(OC(C)=O)c(OCC)c3)c(=O)n2C1/C=C/c1ccccc1 (stereo not given)	19%	0.2%	0.0%	-1.5	85	-0.1%	8%	2%	18%	12%
O=C(COC(=O)C1C2CC3OC(=O)C1C3C2)Nc1ccc(Cl)cc1 (stereo not given)	-6%	0.1%	1.3%	-0.2	71	-0.2%	5%	-23%	3%	7%
COCCCn1c(SCC(=O)Nc2cccc(C(=O)OC)c2)nnc1-c1ccncc1	-5%	-0.1%	-5.4%	0.3	74	-0.2%	-11%	-11%	2%	6%
CCS(=O)(=O)N1Cc2ccccc2CC1C(=O)Nc1ccc(OC)cc1OC (stereo not given)	5%	0.2%	-1.4%	-0.1	47	-0.1%	-14%	-6%	-3%	13%
O=C(O)CN1C(=O)/C(=C2\C(=O)N(Cc3ccccc3Cl)c3ccccc32)SC1=S	?	-0.2%	-0.8%	nt	nt	0.2%	17%	-2%	8%	11%
COc1ccc(N2CCN(CC(=O)Nc3cc(C)cc(C)c3)CC2)cc1	-11%	0.3%	-2.0%	2.0	69	0.6%	-12%[20 µM]	-5%	-2%	19%
COCC1COS(=O)(=O)NC1(C)C (stereo not given)	-5%	1.5%	-3.3%	-1.3	68	0.2%	-23%[20 µM]	-9%	13%	9%
CCC(CC)N1CCN(CC2CC=CCC2)CC1 (stereo not given)	8%	0.1%	-0.5%	-1.3	86	0.7%	4%	-30%	-2%	23%
CC(C)c1ccc(/C=N/NC(=O)CC(=O)NCc2ccccc2)cc1	1%	0.6%	2.4%	-0.6	36	0.0%	-8%	-41%	-7%	9%
Cc1ccc(-n2c(C)c3c(C)nnc(C)c3c2C)cc1C	9%	12%	-2.7%	5.1	54	-0.1%	17%	-12%	-2%	2%
CCOC(=O)C1(Cc2cccc(F)c2)CCN(C(=O)C2CCCO2)CC1 (stereo not given)	-6%	-0.2%	3.1%	0.0	38	-0.3%	-18%	-30%	11%	6%
O=C(CNC(=O)c1cccs1)N/N=C/c1ccccc1[N+](=O)[O-]	4%	0.2%	-3.4%	1.1	68	-0.1%	-14%	-61%	4%	3%
CC(=O)c1ccccc1OCc1ccc(C(=O)c2ccccc2)cc1	-1%	-1.2%	4.4%	2.6	56	0.3%	-20%[20 µM]	-7%	-4%	10%
O=C(CN1C(=O)NC2(CCCc3ccccc32)C1=O)NCc1ccco1 (stereo not given)	32%	0.6%	-0.6%	0.9	51	0.3%	-3%	-13%	-11%	7%
Cc1ccc(C(=O)NNc2cc(N3CCCC3)nc(N3CCCC3)n2)cc1	25%	nt	1.3%	7.6	93	0.6%	-15%	-5%	1%	nt
c1ccc(C2Nc3ccccc3C3OCCCC23)cc1 (stereo not given)	-1%	-2.7%	-1.1%	0.7	59	0.0%	22%	3%	12%	-10%
CC(=O)N(C)c1cccc([N+](=O)[O-])c1	10%	0.3%	-5.8%	-0.6	90	-0.4%	3%	-14%	5%	10%
COc1ccc(NC(=O)COC(=O)CC2CC3CCC2C3)c([N+](=O)[O-])c1 (stereo not given)	-1%	-1.8%	-0.6%	6.1	66	-0.1%	18%	-1%	-18%	-6%
CCc1ccc(NC(=O)C(=O)NCCN2CCN(S(=O)(=O)c3ccccc3)CC2)cc1	0%	0.0%	-1.7%	-0.5	43	0.2%	13%	1%	-8%	8%
CCOC(=O)c1ccccc1NC(=O)c1c(O)c2ccccc2n(CC)c1=O	-11%	0.9%	-0.7%	5.4	35	-0.1%	15%	nt	-8%	7%
O=C(NCc1ccco1)C1CCN(c2nc3ccccc3n2Cc2ccc(F)cc2)CC1	-10%	-1.1%	-10%	-2.6	45	-0.1%	18%	10%	1%	5%
COc1ccc(-c2noc(N3CCC(C(=O)Nc4ccc(F)cc4)CC3)n2)cc1	5%	-0.8%	-1.9%	2.6	88	-0.1%	15%[20 µM]	-15%	3%	0%
Cc1cc(C)n(-c2c(F)c(F)c(CN3CCCCC3)c(F)c2F)n1	-1%	0.5%	-1.7%	-1.2	30	-0.2%	27%	8%	11%	10%
O=C(O)c1ccc(NC(=O)C2(c3ccccc3)CCCC2)cc1	-6%	1.6%[50 µM]	2.5%	2.4	64	0.3%	15%	-2%	7%	9%
COc1ccc(Cl)cc1C(=O)NCC(c1ccco1)N(C)C (stereo not given)	14%	0.2%	-1.9%	1.6	51	-0.1%	-52%	-31%	-8%	5%
COc1ccccc1OCC(=O)Nc1nnc(-c2ccco2)s1	-10%	0.0%	-8.8%	nt	nt	-0.2%	-10%	-13%	10%	14%
COc1cccc(NC(=O)CSc2nnc(-c3ccoc3C)n2CC2CCCO2)c1 (stereo not given)	-2%	0.0%	1.1%	-1.3	77	-0.1%	7%	2%	-1%	5%
COc1ccc(CCNC(=O)CSC(=O)c2ccccc2)cc1OC	18%	-0.1%	3.3%	-0.7	92	0.5%	-42%	-50%	-2%	6%
COc1ccc(-c2nc(CS(=O)CC(=O)NC3CCCCCC3)c(C)o2)cc1 (stereo not given)	-6%	0.9%	1.8%	-0.6	53	-0.2%	-76%	-10%	-2%	8%
O=C(NCC1c2ccccc2CCN1C(=O)CN1CCOCC1)C1CCCCC1 (stereo not given)	23%	0.8%	-2.7%	0.8	41	-0.2%	3%	-4%	16%	12%

Part of the list above with just NTR1 ag cell count 20 µM, GPR55 antagonists and Rac1 GTP hydrolysis:
| mol | NTR1 ag cell count 20 µM | GPR55 antagonists | Rac1 GTP hydrolysis |
| --- | --- | --- | --- |
| Cc1cc(C)n(-c2c(F)c(F)c(CN3CCCCC3)c(F)c2F)n1 | 30 | -1% | 10% |
| O=C(O)c1ccc(NC(=O)C2(c3ccccc3)CCCC2)cc1 | 64 | -6% | 9% |
| COc1ccc(Cl)cc1C(=O)NCC(c1ccco1)N(C)C (stereo not given) | 51 | 14% | 5% |
| COc1ccccc1OCC(=O)Nc1nnc(-c2ccco2)s1 | nt | -10% | 14% |
| COc1cccc(NC(=O)CSc2nnc(-c3ccoc3C)n2CC2CCCO2)c1 (stereo not given) | 77 | -2% | 5% |
| COc1ccc(CCNC(=O)CSC(=O)c2ccccc2)cc1OC | 92 | 18% | 6% |

Quoted at random: five entries already listed
SMILES	GPR55 antagonists	UTI89 phage lysis	KOR beta-arrestin-1	NTR1 ag	NTR1 ag cell count 20 µM	GPR55 activation	KOR beta-arrestin-2	NOD1 NF-kB reporter	GPR35 antagonists	Rac1 GTP hydrolysis
CC(=O)N(C)c1cccc([N+](=O)[O-])c1	10%	0.3%	-5.8%	-0.6	90	-0.4%	3%	-14%	5%	10%
Cc1cc(C)n(-c2c(F)c(F)c(CN3CCCCC3)c(F)c2F)n1	-1%	0.5%	-1.7%	-1.2	30	-0.2%	27%	8%	11%	10%
COc1ccc(NC(=O)COC(=O)CC2CC3CCC2C3)c([N+](=O)[O-])c1 (stereo not given)	-1%	-1.8%	-0.6%	6.1	66	-0.1%	18%	-1%	-18%	-6%
O=C(NCc1ccco1)C1CCN(c2nc3ccccc3n2Cc2ccc(F)cc2)CC1	-10%	-1.1%	-10%	-2.6	45	-0.1%	18%	10%	1%	5%
CCc1ccc(NC(=O)C(=O)NCCN2CCN(S(=O)(=O)c3ccccc3)CC2)cc1	0%	0.0%	-1.7%	-0.5	43	0.2%	13%	1%	-8%	8%

Screening results: PubChem, several laboratories
